# Nrf2 activator: qHTS of Nrf2 Activators | AREc32 ARE-luciferase reporter (MCF7-derived line), luminescence, 24 h | Potency, µM (top dose mostly 46.1 µM), for the others: top-dose activation, hits mostly activators | hit rate 0.31% among 410,000 | AID 624171, 2012; note: potency is the fitted concentration of half-maximal effect; % of control where 0% means no effect; nearly all actives have a fitted effect of over 65% in size
#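 ARE activation measured as luciferase luminescence (Steady-Glo, 30 min RT) in AREc32_Fluc cells after 24 hr compound exposure at 37 deg C, 5% CO2; cells seeded overnight at 1000/well in OPTI-MEM, 5% FBS.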
# CCT chaperon mod: High-Throughput Screening for Modulators of Cytosolic Chaperonin Activity; activity change, % (concentration not given with the values), hits read low; purified chaperonin ATPase assay, HTRF ADP detection, 30 min; AID 651819, 2012; hit rate 0.3% among 360,000; in the data active = activity change below about -30%; note: % is set by controls: 0 for no effect and ±100 for the full control effect
#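 TRiC at 40 or 20 nM final (batch-dependent) in 30 mM Tris pH 7.4, 100 mM KCl, 5 mM MgCl2, 1 mM DTT, with compound at single 76 uM and 10 uM ATP, 30 min at 37 deg C. ADP detected by HTRF Transcreener, 665/615 ratio.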
# HepG2 viability: qHTS for Inhibitors of TGF-b: Cytotox Counterscreen. HepG2 CAGA-GFP viability, ATP luminescence, 18 h. Potency, µM (doses to about 46.1 µM), inactives show top-dose activity change, negative = cytotoxicity, most hits filed as cytotoxic. hit rate 0.76% among 410,000. AID 588856, 2011; note: potency is the fitted concentration of half-maximal effect; some results filed as inactive show a strong effect at the top dose
#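 HepG2 CAGA-GFP cells (1000/well, DMEM with 1% FBS) received compound, then TGF-beta at 500 pg/mL final, and were incubated 18 hours at 37 degrees C. Viability was read by CellTiter-Glo luminescence. Media-only wells were set as complete cell-killing and DMSO as no toxicity.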
# Nrf2 block: Nrf2 qHTS screen for inhibitors; A549 ARE-Fluc reporter, luciferase luminescence, 18-24 h; Potency, µM (series often up to 46 µM), inactives show at the highest dose activity change, negative = inhibition, hits mostly inhibitors; hit rate 2.1% among 360,000; note: potency is the fitted concentration of half-maximal effect; % is set by controls: 0 for no effect and ±100 for the full control effect; nearly all actives have a fitted effect of over 60% in size
#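 Concentration-response testing used A549 ARE_Fluc cells at 5000 cells/well. Following an 18-24 h compound incubation, viability was read by fluorescence (Ex 405/Em 525) and luciferase output by luminescence.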
# Mm-Cpn inhibitor: Inhibitors of TCP-1 ring complex (TRiC) of Methanococcus maripaludis (MmCpn): qHTS; Potency, µM (doses to about 76.9 µM), for the others: top-dose activity, negative = inhibition, actives largely listed as inhibitors; AID 504842, 2011; Chaperonin Mm-Cpn (Methanococcus maripaludis); hit rate 0.031% among 330,000; purified Mm-Cpn ATPase, ADP Transcreener TR-FRET; note: potency is the fitted concentration of half-maximal effect; % is set by controls: 0 for no effect and ±100 for the full control effect; nearly all actives have a fitted effect of over 80% in size
#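 ATPase turnover read by TR-FRET ADP competition (Eu cryptate antibody/ADP-d2, 665/590 nm): 10uM ATP final, 25nM Mm-CPN final, 30 min 37degC after 10-min compound preincubation, pH 7.4 Tris/KCl/MgCl2/DTT buffer.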
# pAkt inh: HTS Assay for Inhibitors of Akt Phophorylation: Primary Screen; Neuro2A IGF-stimulated pAkt S473 HTRF, 20 min; stronger effect = lower value; activity change, % for hits at 50 µM; hit rate 0.32% among 360,000; AID 651550, 2012; in the data active = activity change below about -80%; inconclusive = mostly about -51% to -80%; note: % is set by controls: 0 for no effect and ±100 for the full control effect
#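 Neuro2A cells (4,500/well, DMEM with 0.5% FBS) were treated with compound at a single 50 µM final concentration, stimulated with 6 nM IGF for 20 min at 37 °C, and lysed. Phospho-Akt Ser473 was read by HTRF as 665/615 ratio ×10^4.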
# A549 viability: Nrf2 qHTS screen for inhibitors: counterscreen for cytotoxicity; Potency, µM (highest dose often 46 µM), for the others: at the top dose activity change, negative = cytotoxicity, hits mostly inhibitors; A549 ARE-Fluc cells, CellTiter-Fluor viability, 18-24 h; hit rate 0.16% among 390,000; AID 504648, 2011; note: potency is the fitted concentration of half-maximal effect; % is set by controls: 0 for no effect and ±100 for the full control effect
#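 A549 ARE-Fluc cells in 5% FBS OPTI-MEM, 5000 cells/well, rested 2 h then exposed to compounds in concentration-response for 18-24 h at 37 °C. Viability by CellTiter-Fluor fluorescence (Ex 405/Em 525) after 30 min; luciferase luminescence (BugLite, 15 min, RT) read afterwards.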
# S2 tox: Viability Counterscreen for Primary qHTS for Inhibitors of ATXN expression. AID 651635, 2014. Potency, µM (series often up to 56.7 µM), most hits filed as cytotoxic. S2 cells (HEK-293 line with an ATXN2-luciferase reporter) viability, CellTiter-Fluor protease fluorescence, 24 h. hit rate 0.49% among 400,000; note: potency is the fitted concentration of half-maximal effect; nearly all actives have a fitted effect of over 40% in size
# TGFb SMAD3 inh: qHTS for Inhibitors of TGF-b | Potency, µM (highest dose often 46.1 µM), for inactives: top-dose activity, negative = inhibition, hits mostly inhibitors | HepG2 CAGA-GFP TGF-b/SMAD3 reporter, GFP fluorescence, 18 h; TGF-beta stimulated, 500 pg/mL final | AID 588855, 2011 | hit rate 1.2% among 410,000; note: potency is the fitted concentration of half-maximal effect; % is set by controls: 0 for no effect and ±100 for the full control effect; nearly all actives have a fitted effect of over 65% in size
#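 Read-out: total well GFP (ex488/em500-530) summed from mean per-cell fluorescence. Cells: HEPG2 CAGA-GFP, 1% FBS DMEM, 18 h at 37 degrees C with 500 pg/mL final TGF-beta. Unstimulated wells served as the full-inhibition control; stimulated DMSO wells = 0%.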
# Active calls of the source: *; i = inactive; ? = inconclusive; . = not tested or not shown; & = joins results of further samples; [ ] = another dose, or the depositor's remark. Unless noted, calls come from the whole dose curve; as a rule, active = well fitted curve in the direction sought with a large enough effect; inconclusive = small, poorly fitted or top-dose-only effect, or another doubt; inactive = no such curve, though single readings can be large; an effect the other way counts as inactive or inconclusive.
SMILES,Nrf2 activator,CCT chaperon mod,HepG2 viability,Nrf2 block,Mm-Cpn inhibitor,pAkt inh,A549 viability,S2 tox,TGFb SMAD3 inh
CC(=O)c1sc(NC(=O)C(C)Oc2ccc3c(C)cc(=O)oc3c2)nc1C (stereo unspecified),0.2%,-1.1,-1%,-18%,-6%,i,-1%,i,-4%
COc1ccc(CSCC(=O)NN=C2CCN(C)CC2)cc1,2.1%,-2.7,-4%,12%,?,i,13%,i,5%
Cc1ccc(S(=O)(=O)N2[C@@H](c3cccc(Cl)c3)C(C(=O)O)=CC[C@H]2c2cccc(C)c2)cc1,-0.2%,-1.3,-12%,-26%,0%,i,-13%,i,1%
N#Cc1ccc(C(=O)Nc2cc(S(=O)(=O)Nc3ccc(Cl)cc3)ccc2N2CCCCC2)cc1,2.6%,-1.6,7%,-25%,-3%,i,0%,i,-9%
NC(N)=NS(=O)(=O)c1ccc(NC(=S)NC(=O)c2ccc(Br)cc2)cc1,-0.4%,-1.1,-34%,-11%,-21%,i,-14%,i,-25%
CCOc1ccc(CO/N=C/c2c(C)[nH]c(=O)[nH]c2=O)cc1,-0.6%,0.5,-25%,?,-2%,i,9%,i,-9%
COc1ccccc1NC(=O)C1CCCN(S(=O)(=O)c2cccc3nsnc23)C1 (stereo unspecified),0.3%,0.2,5%,-16%,-2%,i,0%,i,-3%
CN(Cc1ccccc1)C(=O)c1cccc(NC(=O)Cc2ccc(NC(=O)C3CCN(C(=O)C4CCCC4)CC3)cc2)c1,5.4%,-4.0,-26%,?,.,i,1%,?,-42%
CC(C)(C)NC(=O)CN(C(=O)CNC(=O)c1cccs1)c1ccccc1F,-0.1%,-1.5,8%,-2%,1%,i,-10%,i,3%
O=C(CN(CCc1ccccc1)C(=O)c1csnn1)NCc1ccc(F)cc1,-0.1%,0.1,3%,-17%,-1%,i,0%,.,15%
CN(CC(CC(=O)Nc1nncs1)c1ccccc1)S(=O)(=O)c1ccccc1 (stereo unspecified),0.1%,-3.0,-14%,-10%,0%,i,8%,i,-1%
CC1(C(=O)Nc2ccc3c(c2)OCO3)CCN1Cc1csc2ccccc12 (stereo unspecified),-0.3%,0.8,-13%,.,.,i,.,?,?
CCn1c(SCC(=O)N/N=C/C(C)=C/c2ccco2)nnc1-c1ccccc1,?,1.1,-2%,15%,1%,i,-11%,i,27%
CCOc1ccc(N=CC2=C(O)CC(C)(C)CC2=O)cc1,0.7%,-0.5,9%,?,-2%,i,0%,i,6%
O=C(OCCOc1ccccc1F)c1cc(S(=O)(=O)N2CCOCC2)ccc1F,0.5%,-1.4,7%,-14%,.,i,-6%,i,-4%
COCCn1c(=O)[nH]c2cc(C(=O)Nc3ccc(OC)cc3)ccc2c1=O,-1.3%,.,-9%,-21%[9.27 µM],.,.,-5%,i,2%
CC(=O)/C(C(=N)N1CCN(C(c2ccccc2)c2ccccc2)CC1)=C(\C)O,-0.5%,0.6,8%,-2%,-1%,i,2%,i,-6%
COC(=O)c1ccccc1NC(=S)N1CCN(c2ccccn2)CC1,0.2%,1.3,-11%,-25%,-1%,i,9%,i,0%
CC(=O)/C(=C/c1ccccc1)C(=O)Nc1ccccc1C,?,-2.5,-48%,-10%,1%,i,12%,?,13µM*
FC(F)(F)c1ccc(C2Nc3cccc4cccc(c34)N2)cc1,7.4%[9.22 µM],-3.1,-1%,2%,0%,i,-1%,i,18%
COc1ccc2[nH]cc(S(=O)(=O)c3ccc(C)cc3)c2c1,0.3%,0.4,-20%,2%,2%,i,4%,i,3%
CCN(CC(=O)Nc1c(F)cccc1F)C(=O)c1nc2nccc(C)n2n1,-0.7%,-2.3,9%,-5%,2%,i,-3%,i,17%
CCOC(=O)c1ccc(NCc2ccc(N(C)C)cc2)cc1,-0.8%,0.1,-1%,0%,-1%,i,?,i,13%
COc1ccc(NC(=S)N2CCN(C(=O)c3ccco3)CC2)cc1,1.5%,-2.0,-11%,6%,-2%,i,12%,i,21%
CC1CCN(C(=O)CSc2nc3ccccc3[nH]2)CC1,-0.1%,0.8,0%,?,-2%,i,-12%,i,?
O=C(NCc1ccco1)c1ccc(Cl)c(S(=O)(=O)N2CCc3ccccc32)c1,3.2%,-5.3,-25%,23µM*,-1%,i,2%,i,?
CC1CCCCC12NC(=O)N(CC(=O)N1CCN(c3ccccc3)CC1)C2=O (stereo unspecified),-0.5%,1.2,-8%,-11%,-1%,i,4%,i,0%
CCCCNC(=O)c1nc(C2CCN(S(=O)(=O)c3ccccc3C(F)(F)F)CC2)oc1-c1ccccc1,3.1%,-0.7,-7%,.,.,i,.,i,-14%
COc1ccc(C(=O)Nc2ccc3c(c2)OCO3)cc1OC,0.8%,-0.3,-30%,?,0%,i,-7%,i,-1%
C/C(=N\OCc1cccc(C(=O)O)c1)c1ccc(Cl)cc1,-1.0%,-0.9,0%,?,1%,i,-5%,i,5%
COCCNC(=O)CCCCCNS(=O)(=O)c1ccc(C)cc1,-0.1%,-2.2,-1%,-10%,-1%,i,-1%,i,0%
CCNS(=O)(=O)c1ccc(CCC(=O)NCc2ccccn2)cc1,-0.4%,-1.0,-32%,3%,1%,i,14%,i,4%
O=C(CSc1nc2ccccc2o1)Nc1cc(C(F)(F)F)ccc1N1CCOCC1,0.4%,-1.8,-12%,?,1%,i,-7%,i,-3%
Cc1nn(Cc2ccc([N+](=O)[O-])cc2)c(=O)n1-c1ccccc1,-0.1%,-2.5,-14%,24%,5%,i,-8%,i,-7%
CC(N=C(NS(=O)(=O)c1ccc(Cl)cc1)c1ccccc1)C(=O)O (stereo unspecified),-0.3%,1.4,-20%,13%,1%,i,6%,i,-4%
CC(C)=CC(=O)OCC(=O)Nc1nc(C)c(Cl)cc1Cl,1.9%,-0.4,3%,3%,1%,i,4%,i,3%
COc1ccc(S(=O)(=O)N(CCc2ccccc2)CC(=O)O)cc1,0.2%,-1.6,1%,11%,-1%,i,.,i,0%
CCOC(=O)c1c(C)[nH]c(C(=O)OCc2ccc(F)cc2)c1C,0.0%,-1.4,-16%,?,-2%,i,-10%,i,7%
Cc1ccc(NC(=O)c2cc(S(=O)(=O)N3CCOCC3)c(Br)s2)cc1,4.4%,-0.4,-28%,?,1%,i,-3%,i,?
COc1ccccc1N(CC(=O)Nc1ccc(C)c(Cl)c1)S(=O)(=O)c1ccc(C)cc1,3.1%,.,1%,3%,.,.,3%,i,0%
NC(=O)c1cc([N+](=O)[O-])ccc1Nc1ccccc1,-0.4%,-1.0,-2%,-18%,?,i,-16%,?,-2%
CCc1cccc(CC)c1N(COC)C(=O)Cn1c(C(C)O)nc2ccccc21 (stereo unspecified),-1.0%,0.9,-6%,11%,2%,i,-3%,i,-3%
COc1ccccc1NC(=O)Cn1c(=O)n(-c2ccc(C)cc2)c(=O)c2c1cnn2C,0.7%,.,-6%,-1%[9.27 µM],.,.,3%,i,-1%
COc1ccc(C(=O)Nc2ccc(Cl)c(Cl)c2)c(OC)n1,2.9%,1.4,0%,?,-1%,-129%*,-6%,i,3%
CCOC(CC(=O)NNC(=O)c1c(-c2ccccc2Cl)noc1C)OCC,-0.2%,1.2,-1%,5%,-1%,i,11%,i,-8%
Cc1cccc(Cn2cccc2CNS(=O)(=O)c2ccc(C)c(C)c2)c1,3.8%,.,-106%,.,.,.,5%,i,18µM*
Cn1c(SCC(=O)NCc2ccco2)nnc1-c1ccccc1,0.1%,-1.6,-17%&17%,.,1%,i,-3%,i,2%&13%
N#CCCCc1cc2cc(F)ccc2cn1,-1.3%,-8.8,-2%,5%,0%,i,1%,i,-21%
CSCCC(NC(=O)COc1ccccc1)C(=O)N1CCOCC1 (stereo unspecified),-1.3%,0.4,8%,3%,-3%,i,0%,i,7%
Cc1[nH]c(=O)c(C(=O)/C=C/c2ccccc2)c2c1CCCC2,?,1.0,-44%,21µM*,1%,-93%*,?,?,?
CCc1ccc(NC(=O)CSc2nc(=O)n(Cc3cccnc3)c3c2CCC3)cc1,4.6%,.,-28%,.,.,.,-3%,?,?
COc1cc(CNn2c(C)n[nH]c2=S)cc(Cl)c1OCc1ccc(F)cc1,2.3%,2.0,1%,-4%,2%,i,1%,i,-13%
CCCN1C(=O)c2cccc3c(N4CCCCC4)ccc(c23)C1=O,2.4%[9.22 µM],-3.2,-14%,10%,1%,i,28%,.,51%[activator]
CS(=O)(=O)N(CC(=O)N1CCC(C(N)=O)CC1)c1ccc(Cl)c(C(F)(F)F)c1,-0.4%,-1.0,12%,.,0%,i,7%,i,-3%

# Some of the entries above in another layout:
# The line under a structure holds: Nrf2 activator, CCT chaperon mod, HepG2 viability, Nrf2 block, Mm-Cpn inhibitor, pAkt inh, A549 viability, S2 tox, TGFb SMAD3 inh
- COc1cc(CNn2c(C)n[nH]c2=S)cc(Cl)c1OCc1ccc(F)cc1
    2.3%, 2.0, 1%, -4%, 2%, i, 1%, i, -13%
- CCCN1C(=O)c2cccc3c(N4CCCCC4)ccc(c23)C1=O
    2.4%[9.22 µM], -3.2, -14%, 10%, 1%, i, 28%, ., 51%[activator]
- CS(=O)(=O)N(CC(=O)N1CCC(C(N)=O)CC1)c1ccc(Cl)c(C(F)(F)F)c1
    -0.4%, -1.0, 12%, ., 0%, i, 7%, i, -3%
